Source: PubChem (several laboratories)
GC-A act = GC-A (human) enzyme activation. HEK293 GC-A cells, cGMP TR-FRET, EC30 ANP; 0% at EC30 ANP, 100% saturating ANP. activation, % at 10 µM. 0.14% of 370,000 active. AID 1671463; in the data active means activation above about 40%
hcDAF12 agonist = H. contortus DAF-12 activation, primary screen. HEK293 hcDAF-12 lit1-tk-luc reporter, luminescence; 0% DMSO, 100% Δ7-dafachronic acid. activation, % at 6.8 µM. 1.4% of 370,000 active;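 active means activation above the mean of all tested compounds plus 3 SD, cut at about 5.5% in these data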;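 further: 100% = response to 3 µM Δ7-dafachronic acid high control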
HGIII-sPLA2 inh = Blocks human group III sPLA2 activity. inhibition, % at 12.2 µM. QFRET BODIPY PC-A2 liposome hydrolysis, fluorescence. 0.56% of 370,000 active. AID 743126;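 active means inhibition above mean plus 3 SD of compounds lying within the high and low control bounds, cut at about 19% in these data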;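 further: 0% = median of test compound wells and 100% = no enzyme DMSO wells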
DAX1 inh-1 = inhibitors of human orphan nuclear receptor DAX1 (NR0B1); P51843; HEK293 Gal4-DAX1 luciferase reporter, luminescence; inhibition, % at 6.75 µM; 0.99% of 340,000 active; AID 504766;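 active means inhibition above the mean over all tested compounds plus 3 SD, cut at about 4.2% in these data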;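 further: 0% = DAX1-transfected cells with DMSO and 100% = empty-vector control cells with DMSO; inhibition shows as a rise in luminescence from relieved DAX1 repression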
Target sequence (P51843 207-470 limits assumed): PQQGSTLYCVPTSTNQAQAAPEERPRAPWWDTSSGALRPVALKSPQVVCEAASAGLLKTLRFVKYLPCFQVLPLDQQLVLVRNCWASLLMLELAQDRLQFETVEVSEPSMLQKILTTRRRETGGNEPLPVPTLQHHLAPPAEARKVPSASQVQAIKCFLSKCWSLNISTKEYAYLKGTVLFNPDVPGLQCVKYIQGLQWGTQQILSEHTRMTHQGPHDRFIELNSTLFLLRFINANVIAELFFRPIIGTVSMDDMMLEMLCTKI
hgDAF-12 ag = hgDAF-12 agonism, primary luciferase screen; AID 687014; HEK293 GAL4-hgDAF12 UAS-luciferase reporter, agonist luminescence; normalized to butyrate control; 1.8% of 370,000 active; activation, % at 6.8 µM;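 active means activation above a cutoff set at the mean of all screened compounds plus 3 SD, cut at about 10% in these data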;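 further: 0% = DMSO wells and 100% = sodium butyrate wells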
DAX1 inh-2 = inhibitors of DAX1 repression of SF-1 activated StAR promoter. HEK293T StAR-luciferase reporter, SF-1/DAX-1 repression relief. inhibition, % at 6.8 µM. 1.1% of 370,000 active. AID 652010;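 active means inhibition above the mean over all tested compounds plus 3 SD, cut at about 3.6% in these data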;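 further: 0% = DAX-1 cells with DMSO and 100% = cells lacking DAX-1 with DMSO; higher inhibition means more luminescence from relief of DAX-1 repression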
GAA850 FXN act = activators of GAA850 frataxin (FXN) promoter; HEK293 lucGAA850 FXN promoter luciferase reporter, 24 h; percent of 10 µM SAHA response; 0.56% of 360,000 active; activation, % at 6 µM;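 active means activation above the average of all compounds screened plus 3 SD, cutoff fixed separately per campaign, cut at about 7.5% in these data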;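 further: 0% = DMSO wells and 100% = 10 µM SAHA wells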
ADAM10 inh = inhibitors of human ADAM10 | AID 720582 | inhibition, % at 7 µM | 0.62% of 370,000 active | O14672 | recombinant ADAM10, EDANS/DABCYL FRET peptide cleavage, 3 h;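 active means inhibition above a per-campaign cutoff equal to the mean of compounds falling between control-based bounds plus 3 SD, cut at about 20% in these data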;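 further: 0% = DMSO wells while the 100% control is not disclosed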
Target sequence (O14672 214-748 limits assumed): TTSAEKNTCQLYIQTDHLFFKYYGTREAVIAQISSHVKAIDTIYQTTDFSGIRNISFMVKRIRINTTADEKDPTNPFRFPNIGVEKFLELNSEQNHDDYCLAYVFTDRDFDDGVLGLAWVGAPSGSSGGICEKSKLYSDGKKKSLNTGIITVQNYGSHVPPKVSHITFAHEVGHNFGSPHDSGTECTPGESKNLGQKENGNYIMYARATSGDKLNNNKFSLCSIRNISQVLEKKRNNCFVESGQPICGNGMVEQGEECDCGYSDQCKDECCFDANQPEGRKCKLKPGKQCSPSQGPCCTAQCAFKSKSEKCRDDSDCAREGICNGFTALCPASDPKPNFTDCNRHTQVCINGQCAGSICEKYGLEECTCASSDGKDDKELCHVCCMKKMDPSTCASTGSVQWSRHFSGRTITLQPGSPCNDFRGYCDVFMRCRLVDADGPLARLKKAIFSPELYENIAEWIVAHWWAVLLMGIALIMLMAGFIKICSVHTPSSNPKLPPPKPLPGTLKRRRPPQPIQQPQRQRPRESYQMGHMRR
NPR2 activator = GC-B (human) receptor activation; 0.11% of 370,000 active; HEK293-GC-B cells, CNP EC30, cGMP TR-FRET; 0% at EC30 CNP, 100% saturating CNP; activation, % at 10 µM; P20594;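 active means activation at 10 µM reaching about 35% in either raw or pattern-adjusted values, limit read from the data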
ssDAF12 agonist = activators of S. stercoralis DAF-12 nuclear receptor; HEK293 ssDAF-12/GRIP1 lit1-tk-luc reporter, luminescence; % of 3 µM dafachronic acid response; activation, % at 6.8 µM; 1% of 370,000 active; AID 652126;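 active means activation above the mean over all tested compounds plus 3 SD, cut at about 0.9% in these data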;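 further: 0% = DMSO-only wells and 100% = 3 µM delta7-dafachronic acid wells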
SMARCA2 activ = SMARCA2 function activation, primary screen; MG213 cells, MMTV-luciferase reporter, dexamethasone, overnight; activation, % at 9.1 µM; 1% of 370,000 active; AID 652017; in the data active means activation above about 7.8%;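 further: 0% = vehicle wells and 100% = reference activator wells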
An asterisk follows results filed as active; . = no result given.

SMILES	GC-A act	hcDAF12 agonist	HGIII-sPLA2 inh	DAX1 inh-1	hgDAF-12 ag	DAX1 inh-2	GAA850 FXN act	ADAM10 inh	NPR2 activator	ssDAF12 agonist	SMARCA2 activ
COc1cc2[nH]c(=S)nc(NCc3ccc(C)cc3)c2cc1OC	21	-2.3	6	2.4	-0.9	-0.1	1.4	-28	-1	-1.1	-1
COc1ccccc1Nc1ccncc1[N+](=O)[O-]	1	-2.1	-4	-1.3	-4.2	0.0	1.1	4	2	-1.9	1
CNC(=O)c1ccc(CNC(=O)OCc2ccccc2)cc1	-1	-1.6	1	1.4	-1.4	-0.6	0.9	-2	-2	-1.1	5
Cc1ccc(CN2CCc3[nH]c(=S)[nH]c(=O)c3C2)cc1	3	1.6	15	-0.1	-2.3	0.0	-1.0	0	-4	-0.8	-1
COc1ccc(NC(=O)C2CCCN2C(=O)NC2CCCCC2)cc1OC (stereo unspecified)	3	-1.4	3	1.8	4.0	0.6	-1.2	8	4	-0.8	-2
Cn1c(COc2ccc(Cl)cc2)nc2ccccc2c1=O	0	4.6	-1	0.7	4.8	0.5	1.4	-9	-2	0.0	3
CCOc1ccc(N2C(=O)CC(N(Cc3ccco3)C(=O)CCC(=O)O)C2=O)cc1 (stereo unspecified)	2	0.4	-1	0.4	2.2	0.6	2.0	3	2	-1.5	-1
COC(=O)C1=C(C)OC(N)=C(C#N)C1C1CCCCC1 (stereo unspecified)	-1	0.6	-7	-0.4	0.7	1.6	-0.3	2	-1	-1.3	2
O=C(Cc1ccccc1)Nc1ccccc1C(=O)Nc1ccccc1	2	-0.1	4	1.6	2.7	0.5	-0.5	-1	1	-1.9	0
C[C@@H]1CN([C@H](C)CO)C(=O)CCCn2nncc2CO[C@@H]1CN(C)S(=O)(=O)c1ccc(Cl)cc1	-1	-0.4	3	1.6	1.2	-0.6	1.8	7	1	-0.7	-4
O=C(Nc1ccccc1)OC1CC2CC1C1CCCC21 (stereo unspecified)	2	0.3	3	1.5	12*	3.4	5.2	-1	5	0.0	0
Cc1ccccc1OCCCC(=O)Nc1nncs1	1	0.5	2	2.5	0.1	0.2	-1.4	9	1	-1.9	-1
O=C(N/N=C/c1ccc2c(c1)OCO2)C(=O)N1CCCC1	0	1.4	-5	0.4	9.9	0.1	2.7	-4	-2	-0.8	2
O=C(N/N=C/C=C/c1ccco1)c1cccnc1	2	-1.6	-6	2.2	1.2	0.1	2.8	2	-4	-0.7	-2
C=CCNc1cc(=O)n(Cc2ccccc2)c(=O)[nH]1	3	-0.8	19*	0.3	-0.3	0.9	2.5	-10	-2	-1.7	-5
CC(=O)Nc1ccc(S(=O)(=O)N[C@@H](C)C(=O)N2CCN(c3ccccn3)CC2)cc1	-2	-0.8	-1	-0.7	-1.3	-0.1	-1.4	-4	4	-1.8	2
COc1ccc(C)cc1N1CC(C(=O)Nc2ccccc2N2CCCCC2)CC1=O (stereo unspecified)	-5	-1.7	-4	-0.2	2.0	-0.5	-3.1	-19	4	-1.5	1
COc1ccc(C2CC(C(F)(F)F)n3nc(C(=O)Nc4ccc5c(c4)OCO5)cc3N2)cc1 (stereo unspecified)	3	-2.5	1	-0.7	-2.1	1.1	1.4	2	1	-1.1	0
Cc1nc(Cc2nnc(SCC(=O)N3c4ccccc4NC(=O)C3(C)C)o2)cs1	1	-1.6	-1	-1.6	-0.2	-1.4	0.0	1	-1	-1.5	-1
C=CCn1nc(C(=O)N2CCOCC2)cc1-c1sc(NC(=O)c2ccccc2)nc1C	-1	-1.4	7	-2.4	-2.9	-2.2	-1.0	-10	-1	-1.7	-3
CC1(C)CC2CC(C)(CN2C(=O)c2cc(-c3ccccc3)on2)C1 (stereo unspecified)	-4	-2.6	-6	-0.6	0.3	-0.2	0.1	2	-3	-1.0	-3
C[C@H]1[C@@H](OC(=O)Nc2cc(Cl)ccc2Cl)CC[C@@]23CCCN2C(=O)CCC[C@@H]13	-9	-1.4	4	.	1.7	.	.	12	-12	-1.6	.
CC(=O)c1ccccc1NC(=O)COC(=O)/C=C/c1ccc(C)o1	1	-0.3	2	-0.2	1.6	-0.7	-0.3	-11	1	-1.3	-4
CCC1CCCCN1CC(C)(C)NS(=O)(=O)c1ccccc1 (stereo unspecified)	-3	1.0	2	1.7	-3.1	-0.9	3.4	-4	1	0.1	-1
O=C(CSc1cccc[n+]1[O-])Nc1ccccc1C(F)(F)F	-3	1.1	1	2.3	3.1	-0.4	1.4	-16	-6	-1.4	-2

New compounds follow
SMILES	GC-A act	hcDAF12 agonist	HGIII-sPLA2 inh	DAX1 inh-1	hgDAF-12 ag	DAX1 inh-2	GAA850 FXN act	ADAM10 inh	NPR2 activator	ssDAF12 agonist	SMARCA2 activ
CCCCNC(=O)c1ccc(CS(=O)(=O)c2cccc(C(F)(F)F)c2)o1	0	-0.1	-9	1.7	-1.2	-1.1	-1.7	-2	2	-1.6	0
CCN1CCN(C2=C(NS(=O)(=O)c3ccc(C)cc3)C(=O)c3ccccc3C2=O)CC1	-5	-2.1	-2	0.3	-2.8	-0.6	0.7	-2	-6	-0.8	-1
CCS(=O)(=O)N1Cc2ccccc2CC1C(=O)OCC(=O)Nc1ccc(SC(F)F)cc1 (stereo unspecified)	3	-0.9	-39	0.2	-1.9	-0.7	1.3	17	-2	-0.9	-2
O=C(NNC(=O)c1ccncc1)c1ccncc1	0	0.1	3	0.7	2.5	0.6	0.5	-3	3	-1.4	3
Cc1ccc(OCCNC(=O)c2ccco2)cc1C	7	-1.9	-2	1.6	1.8	0.8	1.6	4	-9	-1.4	2
Cc1ccc(NC(=O)CC(C(=O)O)c2ccccc2)cc1 (stereo unspecified)	2	1.4	-4	-0.2	-2.5	0.1	2.9	-5	6	-0.6	-3
COC(=O)Nc1csc2c1NC(=O)CCCC2	3	-2.3	17	1.0	-1.1	0.0	3.2	1	4	-1.2	-2
Cn1nc(C(=O)NCc2ccc(Cl)cc2)c2c1-c1ccccc1S(=O)(=O)C2	-6	-1.3	-3	-0.4	-5.0	-3.1	-0.2	5	0	-1.6	-3
O=C(N=NC(=O)c1ccc2c(O)n(CC3CCCO3)c(O)c2c1)c1cccnc1 (stereo unspecified)	2	1.3	1	1.7	0.4	0.6	-0.3	11	3	-0.5	-7
O=C(NC(=S)Nc1ccc(Cl)cc1)c1cncc(Br)c1	5	0.2	13	1.2	1.1	0.3	0.6	1	0	-1.6	-2
CC(C)(C(=O)N1CCC1(C)C(=O)Nc1ccccc1Br)c1ccccc1 (stereo unspecified)	-5	-2.0	1	.	0.6	0.2	-1.1	11	-14	-1.2	-2
COc1ccc(C2=NN(CCC(=O)NCC3CCCO3)C(=O)CC2)cc1 (stereo unspecified)	-3	-0.3	9	0.6	-1.1	0.4	-2.2	0	-3	-0.7	-2
CCC(C)NC(=O)C1CC(c2cccc(OC)c2)=NO1 (stereo unspecified)	1	-1.9	5	1.7	0.2	-0.1	-0.3	0	-2	-2.0	-1
O=C(Nc1ccccc1)N1CCC(C(=O)N2CCN(Cc3ccccc3)CC2)CC1	6	-1.3	-1	-0.4	-0.3	-0.3	2.6	5	6	-0.7	0
COc1cc(OC)c(OC)cc1/C=N/NC(=O)c1cnccn1	3	-1.0	3	-0.4	-1.2	-0.1	2.9	-18	0	-1.1	-5
CC(C)CC(=O)Nc1ccccc1N1CCN(c2ccccc2)CC1	3	-0.2	3	1.2	2.1	-0.4	1.5	-1	2	-1.0	4
CCCC[C@H](C(=O)N(C)c1ccccc1)[C@@H](O)c1ccc(C(C)=O)cc1	-19	-4.4	-6	.	0.2	-0.3	.	1	-15	-1.2	2
COc1ccc(N2CCN(C(=O)C(C)(C)Oc3ccc(Cl)cc3)CC2)cc1	-14	-0.8	-4	0.6	-0.5	-1.3	-1.6	4	-13	-1.2	-3
Nc1nc(N)nc(-c2ccccc2)n1	4	0.8	9	2.4	5.1	0.6	0.7	-2	7	-1.7	1

Entries of single compounds as entered above. Screens in order: GC-A act	hcDAF12 agonist	HGIII-sPLA2 inh	DAX1 inh-1	hgDAF-12 ag	DAX1 inh-2	GAA850 FXN act	ADAM10 inh	NPR2 activator	ssDAF12 agonist	SMARCA2 activ
`COc1ccccc1Nc1ccncc1[N+](=O)[O-]` in the list: 1	-2.1	-4	-1.3	-4.2	0.0	1.1	4	2	-1.9	1
`CC(C)CC(=O)Nc1ccccc1N1CCN(c2ccccc2)CC1` in the list: 3	-0.2	3	1.2	2.1	-0.4	1.5	-1	2	-1.0	4
`CNC(=O)c1ccc(CNC(=O)OCc2ccccc2)cc1` in the list: -1	-1.6	1	1.4	-1.4	-0.6	0.9	-2	-2	-1.1	5
`CC1(C)CC2CC(C)(CN2C(=O)c2cc(-c3ccccc3)on2)C1` (stereo unspecified) in the list: -4	-2.6	-6	-0.6	0.3	-0.2	0.1	2	-3	-1.0	-3
`Cn1c(COc2ccc(Cl)cc2)nc2ccccc2c1=O` in the list: 0	4.6	-1	0.7	4.8	0.5	1.4	-9	-2	0.0	3

Three entries picked at random from the list so far:
SMILES	GC-A act	hcDAF12 agonist	HGIII-sPLA2 inh	DAX1 inh-1	hgDAF-12 ag	DAX1 inh-2	GAA850 FXN act	ADAM10 inh	NPR2 activator	ssDAF12 agonist	SMARCA2 activ
C[C@H]1[C@@H](OC(=O)Nc2cc(Cl)ccc2Cl)CC[C@@]23CCCN2C(=O)CCC[C@@H]13	-9	-1.4	4	.	1.7	.	.	12	-12	-1.6	.
O=C(N/N=C/C=C/c1ccco1)c1cccnc1	2	-1.6	-6	2.2	1.2	0.1	2.8	2	-4	-0.7	-2
Nc1nc(N)nc(-c2ccccc2)n1	4	0.8	9	2.4	5.1	0.6	0.7	-2	7	-1.7	1

No enrichment for hits. Share with any hit: about 6.6%.
